From PubChem
GPR55 beta-arrestin: selective activators of receptor GPR55 – imaging, U2OS cells, beta-arrestin-GFP redistribution, primary screen (AID 1961); U2OS GPR55 beta-arrestin-GFP redistribution imaging; higher % means a stronger effect; activation, % at 10 µM; hits with a dose series show EC50 in µM; 290,000 tested, 0.048% active;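 active = activation above 40% with more than 50 cells counted in the well; inconclusive = wells holding fewer than 50 cells, flagged as toxic or sparse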;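 also: U2OS osteosarcoma cells stably expressing GPR55 and beta-arrestin-GFP; plate controls were DMSO negative control for no effect and LPI positive control for full effect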
HIV peptide binding: cell-free HIV fusion peptide-binding blockers – biochemical, uHTS, fluorescence dequenching, primary screen (AID 1986). cell-free peptide binding, fluorescence dequenching, 30 min; higher % means a stronger effect. 290,000 tested, 0.3% active. inhibition, % at 20 µM, or IC50 in µM where a hit was titrated; in the data active = inhibition mostly above about 52%, no sharp cut-off; inactive = mostly below about 76%; also: some results filed as inactive read as strong as hits
KOR beta-arrestin-1: kappa opioid receptor activators – cell-based, luminescence, uHTS, primary screen (AID 1777); KOR beta-arrestin recruitment, luminescence; higher % means a stronger effect; activation, % at 10 µM; hits with a dose series show EC50 in µM; 280,000 tested, 0.02% active; in the data active = activation above about 50%, passing the limit was not always enough; also: a part of the inactive calls stands beside numbers as strong as those of hits
NOD1 NF-kB reporter: NOD1 signaling inhibitors, primary screen, cell-based, luminescence, uHTS (AID 1578); NOD1-driven NF-kB luciferase reporter cells, luminescence; higher % means a stronger effect; 290,000 tested, 1% active; inhibition, % at 4 µM; hits with a dose series show EC50 in µM; in the data active = inhibition mostly above about 36%, no sharp cut-off; inactive = mostly below about 34%;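 also: HEK-293T reporter cells stimulated with the NOD1 agonist gamma-tri-DAP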
West Nile antiviral: West Nile virus antiviral activity, cell-based, CPE readout (AID 1621); CPE inhibition, % at 10 µM; hits with a dose series show IC50 in µM; 290,000 tested, 0.02% active; West Nile virus-infected cells, CPE inhibition; higher % means a stronger effect; in the data active = a potency from the dose series; inconclusive = CPE inhibition mostly from about 3.7% at the one dose, without a potency; inactive = the rest, 99 in 100 with CPE inhibition below about 2.2%; also: strong numbers were not always called active
KOR beta-arrestin-2: kappa opioid receptor blockers – cell-based, luminescence, uHTS (AID 1778) | KOR beta-arrestin recruitment, luminescence, antagonist mode; higher % means a stronger effect | inhibition, % at 10 µM; hits with a dose series show IC50 in µM | 290,000 tested, 0.091% active; in the data active = inhibition above about 50%; also: strong numbers were not always called active
Dengue-2 NS5 capping: Dengue-2 NS5 methyltransferase inhibitors, primary screen, biochemical, confirmation dose response (AID 588689); one-dose inhibition, % at 25 µM; IC50 in µM for titrated hits; Dengue-2 NS5 methyltransferase capping enzyme assay, biochemical; higher % means a stronger effect; 340,000 tested, 0.3% active; in the data active = a potency from the dose series; inconclusive = inhibition above about 29% without an active follow-up result
GPR55 LPI antagonism: inhibition of LPI-stimulated GPR55 beta-arrestin translocation – imaging, U2OS, beta-arrestin-GFP, LPI agonist, primary screen (AID 2013) | U2OS GPR55 beta-arrestin-GFP translocation imaging, LPI antagonism; higher % means a stronger effect | inhibition, % at 10 µM; hits with a dose series show IC50 in µM | 290,000 tested, 0.13% active;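 active = spots per cell inhibited over 60%, with over 100 cells counted and total cytoplasm intensity under 500,000; inconclusive = wells with under 100 cells, flagged as likely toxic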;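 also: U2OS cells stably carrying GPR55 and arrestin-GFP stimulated by 5 µM LPI near EC80; imaged beta-arrestin-GFP aggregate spots per cell after agonist stimulation; plate controls were LPI-stimulated DMSO wells for no effect and DMSO wells without LPI for full effect; some results filed as inactive read as strong as hits; confirmed hits need IC50 under 10 µM and bright autofluorescent wells are also inconclusive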
GPR35 antagonists: inhibition of zaprinast-stimulated GPR35 beta-arrestin translocation – imaging, U2OS, beta-arrestin-GFP, zaprinast agonist, primary screen (AID 2058); U2OS GPR35 beta-arrestin-GFP translocation imaging, zaprinast antagonism; higher % means a stronger effect; inhibition, % at 10 µM; hits with a dose series show IC50 in µM; 290,000 tested, 0.052% active;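 active = inhibition of at least 50% with at least 30 cells and total cytoplasm GFP at most 10,000,000; inconclusive = under 30 cells or total GFP of 10,000,000 plus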
Dengue-2 NS5 capping pilot replicate: recorded beside Dengue-2 NS5 capping, whose call it bears; inhibition, %; measured here: pilot screen replicate inhibition
The depositor's hits bear a star; ? = inconclusive; · = not tested or not shown; [ ] = dose if it differs, or a comment.

SMILES	GPR55 beta-arrestin	HIV peptide binding	KOR beta-arrestin-1	NOD1 NF-kB reporter	West Nile antiviral	KOR beta-arrestin-2	Dengue-2 NS5 capping	GPR55 LPI antagonism	GPR35 antagonists	others
CCOC(=O)c1cccc(NC(=O)CN(c2ccc(C)cc2)S(=O)(=O)c2c(C)noc2C)c1	0.0%	-1.7%	-3.7%	-14%	-1.2%	39%	4%	-11%	-15%
Cc1ccc(C(=O)N/C(=C\c2ccco2)C(=O)N2CCCCC2)cc1	0.4%	3.9%	0.0%	-58%	-0.8%	4%	-2%	12%	4%
O=C(c1ccccc1)c1sc(N2CCOCC2)nc1-c1ccccc1	-0.4%	0.7%	-1.0%	-25%	0.0%	8%	-7%	7%	0%
CCN(CC(=O)Nc1ccc2c(c1)OCCO2)S(=O)(=O)c1ccc(F)cc1	-0.2%	0.8%	-1.3%	-13%	-0.8%	-5%	-12%	-2%	-2%
CCOC(=O)Cc1csc(NC(=O)c2ccc(S(=O)(=O)N3CCCCC3)cc2)n1	-0.1%	1.4%	-0.1%	2%	-0.2%	-12%	-3%	16%	22%
C=C(C)Cn1c(SCC(=O)O)nnc1-c1ccccc1	0.0%	1.6%	-0.2%	-16%	0.3%	-29%	-3%	4%	-3%	Dengue-2 NS5 capping pilot replicate=-2.4
COC(=O)c1ccc2c(=O)n(CCCCCC(=O)NC(C)C)c(=O)[nH]c2c1	1.5%	-1.0%	-0.7%	-31%	·	5%	4%	2%	8%
CCc1cc2cc3c(cc2nc1SCC(=O)Nc1nccs1)OCO3	-0.1%	3.5%	2.2%	-27%	0.2%	-102%	0%	13%	-4%
CC(C)N(Cc1cn(C)nc1-c1cccc(Cl)c1)Cc1nccn1C	0.0%	-0.9%	-2.2%	-35%	-0.6%	2%	-7%	53%	11%
CCCN(CCC)CCCNS(=O)(=O)c1ccc2c(c1)oc(=O)n2C	-0.1%	2.7%	2.7%	-39%	-0.7%	8%	-4%	0%	-24%
O=C(NCCCN1CCOCC1)C(=O)N/N=C/c1ccc(F)cc1	-0.3%	-0.6%	1.5%	-24%	0.6%	-39%[20 µM]	1%	-1%	10%
Cc1nc(-c2ccc(NC(=O)c3cccs3)cc2)cs1	-0.1%	-0.9%	-2.9%	-32%	-0.2%	12%	-2%	-1%	-15%
C=CCSc1nc2c(cnn2-c2ccccc2)c(=O)n1N	0.2%	-0.3%	-1.5%	-4%	0.2%	26%	·	7%	-5%
CC(=O)N/C(=C/c1ccc2c(c1)OCO2)C(=O)O	-0.1%	-2.0%	·	11%	-0.3%	-14%[20 µM]	-13%	0%	-1%
COc1cc(CNCc2cccnc2)ccc1OCC(=O)NC1CCCCC1	-0.3%	-1.7%	-0.1%	-29%	-0.6%	-2%	-2%	-8%	-2%
CN1CCc2c(sc3c2C(=O)NC(c2cccc(OC(=O)c4cccs4)c2)N3)C1 (stereo unspecified)	0.3%	25%	-1.9%	-25%	·	15%	?	0%	23%
COc1cc2c(cc1OC)-c1cc3ccc4c(c3c[n+]1CC2)OCO4	-0.2%	120%*	1.2%	-20%	0.3%	-2%	?	14%	-12%
CCN(CC)c1ccc(/C=C(/C#N)c2nc3ccccc3[nH]2)c(OC(C)C)c1	-0.1%	145%	-0.4%	19%	1.9%	20%	?	?	1.2µM*
CC(C)n1c(C(=O)OCC(=O)NCc2ccc3c(c2)OCO3)cc2sccc21	-0.2%	-1.7%	-2.2%	9%	-0.5%	-68%	-1%	15%	6%
O=C(COC(=O)/C=C/c1ccco1)Nc1ccccc1	0.2%	1.2%	-2.4%	2%	-0.3%	2%	-11%	1%	6%
O=C(c1cnc2sccn2c1=O)N1CCN(c2ccccc2Cl)CC1	-0.1%	-0.4%	-3.9%	-1%	0.9%	22%	-13%	9%	-17%
O=C(CSc1ccc2nnc(-c3ccncc3)n2n1)NCc1ccco1	-0.1%	-1.2%	7.3%	-5%	0.2%	-44%	-6%	-2%	-8%
CC1Cc2ccccc2N1C(=O)c1cc2sccc2n1Cc1ccc(F)cc1 (stereo unspecified)	0.6%	-1.4%	-3.3%	-12%	0.9%	7%	0%	15%	-14%
O=C(Nc1c(C(=O)O)[nH]c2ccccc12)c1cccc(C(F)(F)F)c1	0.9%	16%	-0.9%	-2%	0.3%	27%	2%	5%	1%
N#CC1=C(N)Oc2cc3c(cc2C1c1ccc(Cl)cc1)OCO3 (stereo unspecified)	0.0%	-3.4%	-2.0%	-8%	-0.1%	13%	-6%	5%	-11%
CC(C)Nc1nc2ccccc2c(=O)[nH]1	0.1%	-1.5%	1.2%	-31%	-0.4%	-12%	4%	-4%	-3%
Oc1ccc(N2CCN(c3ncnc4sc5c(c34)CCC5)CC2)cc1	0.2%	4.9%	5.4%	-5%	-0.4%	-12%	16%	-2%	14%
Cc1nc2cc(-c3ccc(F)cc3)[nH]n2c(=O)c1C	0.0%	-1.8%	-1.6%	-12%	-1.4%	20%	5%	2%	-2%	Dengue-2 NS5 capping pilot replicate=-0.6
O=C(c1ccc(COc2ccccc2Cl)o1)N1CCN(c2ccccc2)CC1	0.4%	2.4%	6.8%	23%	0.0%	14%	-4%	-4%	21%
CC(C(=O)N1CCOCC1)n1cc([N+](=O)[O-])cn1 (stereo unspecified)	0.0%	-1.2%	-5.6%	-31%	-0.1%	5%	-5%	12%	28%
CSc1cccc(NC(=O)CN2C(=O)COc3ccc(S(=O)(=O)N4CCOCC4)cc32)c1	-0.1%	0.0%	-1.4%	-5%	-0.1%	-3%	-6%	-10%	-4%
COCCNC(=O)CNC(=O)c1nn(-c2ccc(OC)c(Cl)c2)c(=O)c2ccccc12	0.2%	2.2%	7.9%	-19%	0.2%	-18%	1%	5%	-12%
C[C@@H]1C=CC(=O)O[C@@H]1c1ccc(C(F)(F)F)cc1	0.9%	0.4%	-1.9%	-15%	0.2%	-32%[20 µM]	·	0%	-4%
Cc1nc(N2CCN(c3ccc(Cl)cc3)CC2)[nH]c(=O)c1C	0.7%	-0.1%	4.5%	-18%	-1.7%	-4%	4%	11%	-5%
S=c1[nH]nc(C2CCCCC2)n1Cc1ccccc1	0.1%	-1.2%	-4.0%	-22%	-0.8%	0%[20 µM]	-5%	3%	17%
CCOc1ccc(C(CCc2ccccc2)NC(=O)c2ccc(OC)c(OC)c2)cc1OCC (stereo unspecified)	0.0%	0.8%	2.2%	9%	1.7%	11%	-2%	4%	-20%
O=C(NCCc1c[nH]c2ccccc12)/C(=C/c1cccnc1)NC(=O)c1ccccc1	-1.0%	1.4%	-5.2%	-7%	?	10%	6%	0%	7%
O=C(CN1C(=O)/C(=C\c2ccccc2F)SC1=S)Nc1nc2ccccc2s1	-0.1%	31%	9.3%	10%	-0.5%	-6%	-1%	7%	-16%
Nc1nonc1C(=O)NCCNCc1ccccc1OCc1ccc(F)cc1	0.0%	4.4%	-5.7%	4%	-0.9%	-4%	-10%	4%	5%
COC(=O)c1ccc2c(=O)n(Cc3ccc(C(=O)NCCCN4CCC(C)CC4)cc3)c(=S)[nH]c2c1	-0.3%	-1.2%	1.5%	-33%	-0.3%	26%	-11%	3%	21%
COc1ccc(CC(=O)NNC(=O)c2cnccn2)cc1	-0.3%	-1.4%	-5.3%	-18%	-0.5%	3%	-3%	-14%	3%
CN(CC(=O)Nc1ccccc1C(F)(F)F)Cc1c(O)ccc2ccccc12	0.2%	0.7%	0.9%	-16%	0.2%	-23%	0%	-2%	-11%
Cc1cc(N2C(=O)C(O)=C(C(=O)c3cc4ccccc4o3)C2c2ccc(OC(C)C)cc2)no1 (stereo unspecified)	-0.1%	52%	2.7%	-6%	-1.0%	1%	19%	4%	16%
CC12CCC(C(=O)Nc3ccccc3N3CCOCC3)(CC1=O)C2(C)C (stereo unspecified)	-0.3%	-1.1%	-1.7%	8%	-0.3%	13%	8%	-9%	5%
CCOC(=O)N1CCN(C(=O)c2oc3ccc(S(=O)(=O)N4CCCCCC4)cc3c2C)CC1	-0.3%	-1.6%	-2.3%	18%	-1.0%	-54%	2%	20%	-3%
Cc1cccc(OCc2nc(-c3cccnc3)no2)c1	0.2%	1.5%	5.0%	-42%	-0.9%	12%	-6%	-1%	-3%
Cn1c(=O)oc2cc(S(=O)(=O)NCCC(=O)N3CC=C(c4ccccc4)CC3)ccc21	-0.1%	-0.7%	-2.8%	7%	-0.3%	7%	1%	2%	-30%
CCC(N=c1cc(-c2ccc(OC)cc2)oc2ccc(C)cc12)C(=O)O (stereo unspecified)	0.0%	1.1%	16%	-64%	-1.0%	-28%	-4%	11%	-9%
COc1ccccc1CNC(=O)C1(NC(=O)Nc2ccc(C)cc2)CCCCC1	-0.2%	0.1%	-4.2%	-18%	-0.6%	-13%	-4%	3%	10%
NC(=O)c1ccc(NC(=O)c2ccc3c(c2)CCN3S(=O)(=O)c2ccccc2)cc1	0.4%	2.8%	1.5%	4%	0.9%	-24%	-5%	6%	5%
O=C(Nc1nc(-c2cc(Cl)sc2Cl)cs1)c1ccccc1	-0.1%	3.0%	5.8%	-20%	-0.6%	17%	-8%	6%	12%
Cn1c(CC(=O)Nc2ccccc2Cl)nnc1SCC(=O)NC1CCCCC1	0.1%	1.8%	1.0%	-15%	-0.4%	-16%	5%	-4%	12%
CS(=O)(=O)c1ccc(C(=O)N(Cc2ccccc2)c2ccccc2)cc1	-0.2%	-2.6%	6.9%	20%	-1.4%	-21%	2%	3%	13%
O=C(NC1CCCCC1)C1CCCN(S(=O)(=O)c2cccc3cccnc23)C1 (stereo unspecified)	-0.1%	-0.1%	-3.6%	1%	-0.6%	23%	-5%	3%	-8%
COc1cc(-c2cn(S(=O)(=O)c3cccc4nsnc34)nc2N)cc(OC)c1OC	0.0%	-0.5%	0.0%	-15%	0.2%	-5%	6%	3%	-6%

Sorted by SMILES length (low to high): 3 of the compounds above.
SMILES	GPR55 beta-arrestin	HIV peptide binding	KOR beta-arrestin-1	NOD1 NF-kB reporter	West Nile antiviral	KOR beta-arrestin-2	Dengue-2 NS5 capping	GPR55 LPI antagonism	GPR35 antagonists	others
CCc1cc2cc3c(cc2nc1SCC(=O)Nc1nccs1)OCO3	-0.1%	3.5%	2.2%	-27%	0.2%	-102%	0%	13%	-4%
CN(CC(=O)Nc1ccccc1C(F)(F)F)Cc1c(O)ccc2ccccc12	0.2%	0.7%	0.9%	-16%	0.2%	-23%	0%	-2%	-11%
O=C(CN1C(=O)/C(=C\c2ccccc2F)SC1=S)Nc1nc2ccccc2s1	-0.1%	31%	9.3%	10%	-0.5%	-6%	-1%	7%	-16%

An excerpt (hit frequency here may not be typical).
